# From PubChem BioAssay
# RGS4 block: RGS4 inhibitors, primary screen, cell-based, HEK293 M3R inducible RGS4, calcium flux. Regulator of G-protein signaling 4 (Homo sapiens), P49798. Fluo-4 calcium flux; hits give high values; triggered by carbachol at its EC20. B-score at 10 µM. 0.45% of 310,000 active;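 active means B-score, a plate-corrected calcium signal, over three deviations above library mean, with baseline fluorescence within five deviations of library mean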;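 further: RGS4 expression induced by doxycycline in cells with stable M3 receptor; B-score is computed from the integrated fluorescence ratio over baseline after carbachol; higher B-score means a larger calcium signal and so more RGS4 inhibition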
# Target sequence (P49798 whole entry, looked up): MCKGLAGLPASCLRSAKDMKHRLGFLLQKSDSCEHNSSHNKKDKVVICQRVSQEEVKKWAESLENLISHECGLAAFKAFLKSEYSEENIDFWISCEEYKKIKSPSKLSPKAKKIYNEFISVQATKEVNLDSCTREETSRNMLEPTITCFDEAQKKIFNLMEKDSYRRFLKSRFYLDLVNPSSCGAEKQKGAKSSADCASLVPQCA
# MrgX1 PAM: positive allosteric modulators of MrgX1, primary screen, HEK293 cells, Fluo-4 calcium flux; Mas-related G-protein coupled receptor member X1 (Homo sapiens), Q96LB2; FDSS; hits give high values; B-score at 10 µM; 0.63% of 310,000 active; AID 588675, 2011;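 active means plate-corrected calcium response at least 3 library SD above typical, normal starting fluorescence, not activating the receptor alone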;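 further: compound read alongside a low EC10 to EC30 dose of BAM8-22 agonist; peak minus trough fluorescence over baseline measured at the second addition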
# Target sequence (Q96LB2 whole entry, looked up): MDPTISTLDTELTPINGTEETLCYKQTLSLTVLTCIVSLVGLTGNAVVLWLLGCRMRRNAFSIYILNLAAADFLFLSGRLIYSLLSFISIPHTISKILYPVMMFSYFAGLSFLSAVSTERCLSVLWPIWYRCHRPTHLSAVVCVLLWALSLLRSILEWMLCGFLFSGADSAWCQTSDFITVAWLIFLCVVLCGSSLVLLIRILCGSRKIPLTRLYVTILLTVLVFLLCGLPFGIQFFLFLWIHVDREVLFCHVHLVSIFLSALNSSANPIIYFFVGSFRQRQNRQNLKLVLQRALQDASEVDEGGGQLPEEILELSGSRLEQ
# SKKanGAS inh: S. pyogenes SKKanGAS growth inhibitors in kanamycin, primary screen, streptokinase expression inhibitor project, SKKanGAS strain, BacTiter-Glo luminescence; 6 h; inhibition, % at 7.5 µM; 1.3% of 300,000 active; AID 1662, 2009;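 active means mean replicate score, as percent of positive control median, at least 50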;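 further: strain carries kanamycin resistance gene driven by streptokinase promoter and grows in 40 µg/ml kanamycin; loss of luminescence reflects streptokinase promoter inhibition or plain growth inhibition; 0% = median of DMSO wells and 100% = positive control at its reference dose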
# MrgX1 antagonist: antagonists of human MrgX1 receptor, primary screen, HEK293 cells, Fluo-4 calcium flux | Mas-related G-protein coupled receptor member X1 (Homo sapiens), Q96LB2 | 1.3% of 310,000 active | B-score at 10 µM | BAM8-22 antagonism; hits give low values;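 active means calcium-response B-score plate-corrected more than 3 library SD below zero, starting fluorescence within 5 deviations, no agonist response on first addition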;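 further: peak minus trough fluorescence over baseline after final BAM8-22 challenge near maximal dose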
# HDAC3 inh: HDAC3 deacetylase inhibitors, primary screen, biochemical, fluorescence, cell-free homogeneous; Histone deacetylase 3 (Homo sapiens), O15379; 0.15% of 320,000 active; recombinant HDAC3, fluorogenic peptide/trypsin coupled; inhibition, % at 8.3 µM; in the data active means inhibition above about 26%, passing the limit was not always enough
# Target sequence (O15379 whole entry, looked up): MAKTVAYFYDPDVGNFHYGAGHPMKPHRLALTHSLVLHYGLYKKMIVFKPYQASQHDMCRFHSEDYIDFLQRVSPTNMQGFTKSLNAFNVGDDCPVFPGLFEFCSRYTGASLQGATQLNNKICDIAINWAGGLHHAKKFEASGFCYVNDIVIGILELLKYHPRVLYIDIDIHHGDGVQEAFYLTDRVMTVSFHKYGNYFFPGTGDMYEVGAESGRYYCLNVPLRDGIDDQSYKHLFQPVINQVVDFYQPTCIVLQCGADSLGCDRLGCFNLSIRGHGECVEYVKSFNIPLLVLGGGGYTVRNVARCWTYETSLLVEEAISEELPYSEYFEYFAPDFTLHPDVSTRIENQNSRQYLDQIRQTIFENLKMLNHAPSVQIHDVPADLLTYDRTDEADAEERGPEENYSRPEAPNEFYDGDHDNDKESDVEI
# TMEM16A act: TMEM16A chloride channel activators or potentiators, primary screen, cell-based, HTS; Anoctamin-1 (Mus musculus), Q8BHY3; HEK293 TMEM16A/YFP-H148Q/I152L, iodide quench fluorescence; hits give low values; B-score at 10 µM; 0.3% of 340,000 active;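 active means fluorescence-ratio B-score plate-corrected deviation score at least 3 library SD below zero, with starting fluorescence score within 5 deviations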;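 further: channel opened by trigger with iodide after compound preincubation; score built on the fluorescence ratio of max minus min over baseline; more negative score means more quench and so TMEM16A activation or potentiation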
# TRPC6 activator: mouse TRPC6 channel activators, primary screen, cell-based, HEK293, membrane potential dye | Short transient receptor potential channel 6 (Mus musculus), Q61143 | 0.13% of 310,000 active | B-score at 10 µM | AID 2550, 2010 | HEK293-TRPC6 membrane potential dye fluorescence; hits give high values;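 active means B-score of the integrated fluorescence ratio above library mean plus 3 SD, and starting fluorescence ratio within library mean plus 5 SD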;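 further: higher score means more depolarization so channel activation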
# MrgX1 ag: agonists of human MrgX1 receptor, primary screen, HEK293 cells, Fluo-4 calcium flux. Mas-related G-protein coupled receptor member X1 (Homo sapiens), Q96LB2. Fluo-4 calcium fluorescence, agonist mode; hits give high values. B-score at 10 µM. 0.44% of 310,000 active. AID 588627, 2011;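 active means calcium response B-score plate-corrected fluorescence ratio at least 3 library SD, with starting fluorescence B-score inside 5 SD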
#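 Material: MrgX1-expressing HEK293 cells / Dosing: compound as first of three additions / Incubation: overnight seeding, then 1 h dark dye loading / Signal: Fluo-4 NW calcium fluorescence / Evaluation: B-scored fluorescence response ratio / Benchmarks: positive and negative control wells on each plate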
# RGS4 act: RGS4 potentiators or activators, primary screen, cell-based, HEK293 M3R inducible RGS4, calcium flux; carbachol calcium flux Fluo4; hits give low values; B-score at 10 µM; 0.92% of 310,000 active;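 active means B-score of the integrated calcium signal more than 4 SD below the library mean, with starting fluorescence not abnormally high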;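 further: negative B-score means reduced calcium response which marks RGS4 activation or potentiation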
#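 System: HEK293 FlpIn-TREx cells, stable M3R, doxycycline-inducible RGS4. Timing: overnight RGS4 induction, 30 min dye load 37 °C, 20 min compound RT. Also added: carbachol, ECmax concentration. Measured by: Fluo4 fluorescence kinetic imaging of calcium. Evaluation: integrated calcium ratio converted to B score.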
# TRPC6 inh: mouse TRPC6 channel inhibitors, primary screen, cell-based, HEK293, membrane potential dye; ACh-evoked depolarization; hits give low values; B-score at 10 µM; 1.1% of 310,000 active;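 active means B-score under library mean minus 3 SD, initial fluorescence not abnormally high, positive integrated signal ratio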;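 further: B-score derived from integrated fluorescence ratio over the kinetic read; more negative B-score means stronger inhibition of depolarization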
# ANO1 block: TMEM16A chloride channel inhibitors, primary screen, cell-based, HTS; normalized B-score (activity score, 25-100; higher = stronger inhibition) at 10 µM; HEK293 TMEM16A/YFP iodide influx fluorescence, ionomycin; 1.2% of 310,000 active; Anoctamin-1 (Mus musculus), Q8BHY3;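 active means ratio plate-corrected score three or more library SD toward inhibition, starting fluorescence score within five deviations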;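 further: score derived from kinetic fluorescence span divided by baseline fluorescence per well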
# * marks the source's active call; other numbers are inactive results; i = inactive; . = not tested or not shown.
# Results follow in this order: RGS4 block, MrgX1 PAM, SKKanGAS inh, MrgX1 antagonist, HDAC3 inh, TMEM16A act, TRPC6 activator, MrgX1 ag, RGS4 act, TRPC6 inh, ANO1 block
COC(=O)[C@@H](Cc1c[nH]c2ccccc12)NC(=O)CCC(=O)c1ccc(F)cc1
  i, i, 1, i, 1, i, i, i, i, i, i
COCC1CCN(C(=O)c2ccc3oc(Cc4ccc(Cl)cc4)nc3c2)C1 (stereo unspecified)
  i, i, -1, i, 4, i, i, i, i, i, i
CCNC(=S)SCCOc1ccc(C)cc1
  i, i, 2, i, 2, i, i, i, i, i, i
O=C(CSc1nc2ccccc2o1)Nc1cc(C(F)(F)F)ccc1N1CCOCC1
  i, i, 2, i, -4, i, i, i, i, i, i
c1cncc(-c2nc(NCc3ccco3)c3ccccc3n2)c1
  i, i, -6, i, 9, i, i, i, i, i, i
CCNC(=O)Cn1cc(C#N)c2ccccc21
  i, i, -4, i, 0, i, i, i, i, i, i
Cc1ccc(NC(=O)COC(=O)C2CC2C)c(S(=O)(=O)N2CCCCC2)c1 (stereo unspecified)
  i, i, -6, i, -2, i, i, i, i, i, i
COc1ccc2nc(C)cc(Nc3ccc(N4CCOCC4)cc3)c2c1
  i, i, -1, i, -2, i, i, i, i, i, i
Cc1cc(C)cc(NC(=O)Cn2ncn3c(cc4ccccc43)c2=O)c1
  i, i, -5, i, -5, i, i, i, i, i, i
CCn1c(-c2ccc(C(C)(C)C)cc2)n[nH]c1=S
  i, i, 9, i, 3, i, i, i, i, i, i

# Reprinted from the part before: 6 entries, followed by the next part.
# Results follow in this order: RGS4 block, MrgX1 PAM, SKKanGAS inh, MrgX1 antagonist, HDAC3 inh, TMEM16A act, TRPC6 activator, MrgX1 ag, RGS4 act, TRPC6 inh, ANO1 block
c1cncc(-c2nc(NCc3ccco3)c3ccccc3n2)c1
  i, i, -6, i, 9, i, i, i, i, i, i
CCNC(=O)Cn1cc(C#N)c2ccccc21
  i, i, -4, i, 0, i, i, i, i, i, i
Cc1ccc(NC(=O)COC(=O)C2CC2C)c(S(=O)(=O)N2CCCCC2)c1 (stereo unspecified)
  i, i, -6, i, -2, i, i, i, i, i, i
COc1ccc2nc(C)cc(Nc3ccc(N4CCOCC4)cc3)c2c1
  i, i, -1, i, -2, i, i, i, i, i, i
Cc1cc(C)cc(NC(=O)Cn2ncn3c(cc4ccccc43)c2=O)c1
  i, i, -5, i, -5, i, i, i, i, i, i
CCn1c(-c2ccc(C(C)(C)C)cc2)n[nH]c1=S
  i, i, 9, i, 3, i, i, i, i, i, i
COc1cccc(NC(=S)NC(=O)/C=C/c2ccco2)c1
  i, i, 0, i, 7, i, i, i, i, i, i
COC(=O)C1=C(C(=O)OC)[C@@H]2N(Cc3ccccc3)c3ccccc3[C@@]23C[C@@H](C(=O)OC)N=C3N1
  i, i, 1, i, 5, i, i, i, i, i, i
CCSc1nnc(NC(=O)CSc2nccn2-c2cccc(C)c2)s1
  i, i, -1, i, -2, i, i, i, i, i, i
NNC(=O)CN(CCc1ccccc1)S(=O)(=O)c1ccc(Cl)cc1
  i, i, 26, i, 0, i, i, i, i, i, i
COc1ccc(NC(=O)CCC(=O)N(Cc2ccc(OC)c(OC)c2)c2nccs2)cc1
  i, i, -6, i, 2, i, i, i, i, i, i
O=C(C1CCN(c2nnc(-n3cccc3)s2)CC1)N1CCN(Cc2ccc3c(c2)OCO3)CC1
  i, i, -11, i, -1, i, i, i, i, i, i
c1ccc(-c2c[nH]c3[n+]2CCCCC3)cc1
  i, i, 4, i, 3, i, i, i, i, i, i
O=C(CCNS(=O)(=O)c1cccc2nonc12)NC1CCCCCC1
  i, i, 3, i, 0, i, i, i, i, i, i
C=CCOc1c(CCC)cc(CCC)cc1C(N)=O
  i, 24*, -4, i, 5, i, i, i, i, i, i
CCc1ccc(NC(=O)CSc2nc3n[nH]c(C)c3c(=N)n2-c2cccc(OC)c2)cc1
  i, i, 29, i, 6, i, i, i, i, i, i
COc1ccc(Br)cc1/C=N/Nc1cccc(C(=O)O)c1
  i, i, 7, i, 0, i, i, i, i, i, i
O=C(CCS(=O)(=O)c1ccc(F)cc1)Nc1nc(-c2ccccn2)cs1
  i, i, -5, i, 10, i, i, i, i, i, i
Cc1ccc(N2CC(C(=O)Nc3ccccc3C(=O)NC3CCCCC3)CC2=O)cc1C (stereo unspecified)
  i, i, 0, i, -1, i, i, i, i, i, i
COc1cc(CN2CCNC(=O)C2CC(=O)N(C)Cc2cccnc2)cc(OC)c1 (stereo unspecified)
  i, i, 7, i, 4, i, i, i, i, i, i
CC(C)C[C@H](NC(=O)C1CC(=O)N(c2ccc3c(c2)OCO3)C1)C(=O)NC1CCCC1 (stereo partly specified)
  i, i, 3, i, -1, i, i, i, i, i, i
Cc1nn(C(=O)CCCC(=O)NCc2ccccc2)c2ccccc12
  i, i, -5, i, -9, i, i, i, i, i, i
CCn1c(NCc2cccs2)nc2ccccc21
  i, i, -1, i, -3, i, i, i, i, i, i
CS(=O)(=O)c1ccc2nc(NC(=O)c3ccc(Cn4cc(Br)cn4)o3)sc2c1
  i, i, 24, i, ., i, i, i, -8.8*, i, i
Cc1cc(=O)n2[nH]nnc2n1
  i, i, 4, i, ., i, i, i, i, i, i
Cc1ccc(CNC(=O)COC(=O)Cc2ccc(-c3ccccc3)cc2)cc1
  i, i, 3, i, 9, i, i, i, i, i, i
CCC(=O)Nc1ccccc1C(=O)C(=O)Nc1ccccc1
  i, i, 6, i, -9, i, i, i, i, i, i
O=C(CSc1nccc(=O)[nH]1)N1CCN(c2ccccc2)CC1
  i, i, 0, i, -4, i, i, i, i, i, i
O=C(/C=C/Nc1ccc(Oc2ccccc2)cc1)c1ccco1
  i, i, 8, i, 7, i, i, i, i, i, i
CC(C)Oc1c(Cl)cc(CNC(C)(C)CO)cc1Cl
  i, i, -11, i, 1, i, i, i, i, i, i
COc1ccc(CNC(=O)Cn2c(=O)n(CCC(=O)N3CCCCC3)c(=O)c3sccc32)cc1
  i, i, -3, i, -1, i, i, i, i, i, i
CCc1cc(=O)oc2c3c(cc(OCC(=O)NCCN4CCOCC4)c12)OC(C)(C)CC3
  i, i, 0, i, -94, i, i, i, i, i, i
O=[N+]([O-])c1ccc(N2CCN(c3ccc([N+](=O)[O-])cc3CO)CC2)c(CO)c1
  i, i, 6, i, -3, i, i, i, i, i, i
CC(=O)c1ccc(OCC(O)CN2CCC(C)CC2)cc1 (stereo unspecified)
  i, i, -1, i, -1, i, i, i, i, i, i
Cc1cccc(NC(=O)CSCc2cc(=O)n3nc(C4CC4)sc3n2)c1
  i, i, -9, i, 7, i, i, i, i, i, i
O=C1C(=O)N(CCN2CCOCC2)C(c2ccc([N+](=O)[O-])cc2)/C1=C(/O)c1ccc2c(c1)OCO2 (stereo unspecified)
  i, i, -2, i, 1, i, i, i, i, i, i
Cc1oc(-c2ccccc2)cc1C(N)=O
  i, i, 6, i, -3, i, i, i, i, i, i
Cc1sc2nc(C3CC3)nc(SCC(=O)N3CC(=O)Nc4ccccc43)c2c1C
  i, i, 18, i, -1, i, i, i, i, i, i
O=C(Nc1ccc(N2CCN(C(=O)c3ccco3)CC2)cc1)c1cccnc1Cl
  i, i, -3, i, 1, i, i, i, i, i, i
C/C(CC(=O)N1CCN(C=O)CC1)=N\NC(=O)c1ccc([N+](=O)[O-])cc1
  i, i, 2, i, 3, i, i, i, i, i, i
CCOc1ncccc1C(=O)N1CCN(S(=O)(=O)c2ccccc2)CC1
  i, i, -3, i, 2, i, i, i, i, i, i
Cc1nc(N2CCC(C)CC2)c2c(C)c(C(=O)Nc3ccc4c(c3)OCCO4)sc2n1
  i, i, -3, i, 17, i, i, i, i, i, i
Cc1ccccc1C(=O)N1CCN(c2nc(N3CCOCC3)nc(N3CCOCC3)n2)CC1
  i, i, 5, i, 3, i, i, i, i, i, i
Cc1ccc(N(CC(=O)NCCSCc2ccco2)S(C)(=O)=O)cc1
  i, i, 2, i, -3, i, i, i, i, i, i
Nc1nc2c(s1)CCc1ccccc1-2
  i, i, 12, i, -3, i, i, i, i, i, i
O=C(N/N=C/c1coc2ccccc2c1=O)c1ccncc1
  i, i, -5, i, -1, i, i, i, i, i, i
COC(=O)Cc1c(CSc2ccccc2)oc2ccc(O)c(CN(C)C)c12
  i, i, 3, i, 4, i, i, i, i, i, i
COc1ccc([N+](=O)[O-])cc1-c1[nH]c(-c2ccc(C(=O)O)cc2)nc1-c1ccccc1
  i, i, 2, i, 6, i, i, i, i, i, i
Cc1cccc(-c2cccc(NC(=O)C3CCCN(C(=O)c4csc(C)n4)C3)c2)c1 (stereo unspecified)
  i, i, 4, i, 12, i, i, i, i, i, i
Cc1cccc(C)c1NC(=S)N1CCCN(C)CC1
  i, i, 6, i, 2, -5.7*, i, i, i, i, i
Oc1ccc(Nc2ccnc3cc(Cl)ccc23)cc1
  i, i, 1, i, -2, i, i, i, i, i, i
CCOC(=O)C(C)Sc1nc(-c2ccco2)cc(C(F)(F)F)c1C#N (stereo unspecified)
  i, i, 9, i, -1, i, i, i, i, i, i
